Htt clearance: compounds clearing mutant huntingtin protein | HeLa Exon1htt(103Q)mCFP, aggregate imaging; zero = plate's median compound well | inhibition, % at 1.5 µM | hit rate 0.42% among 47,000;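 active means inhibition of aggregate fluorescence above about 70%, also judged a hit by eye on the cell image, limit read from the data, passing the limit was not always enough; inconclusive means no rule stated for this call; inactive means not judged a hit on image review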;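 further: cells exposed to compound for three days before fixation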
Htt clearance grain fraction: recorded beside Htt clearance, whose call it bears; fraction fluorescence in grains; measured here: aggregate grain fluorescence fraction; hits give low values;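 scaled fraction of total cell fluorescence in grains with unit not stated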
Numbers without * were called inactive; u = inconclusive; x = not tested or not shown. Some of the compounds tested, so the mix of outcomes need not match the whole.

Screens in order: Htt clearance | Htt clearance grain fraction
> O=C(c1cc(NC(=O)C23CC4CC(CC(C4)C2)C3)cc(NC(=O)C23CC4CC(CC(C4)C2)C3)c1)N1CCCCC1
    -47 | 28
> CCOC(=O)c1nc(NCc2cccnc2)c2ccccc2n1
    47 | 8.7
> COc1ccc(C(=O)Nc2ccc(OC)c(OC)c2)cc1
    -27 | 25
> C=CCn1c(CCNC(=O)c2cccs2)nnc1SCC(=O)Nc1cccc(C(C)=O)c1
    11 | 16
> Cc1ccc(C(=O)C2=C(O)C(=O)N(CCCN3CCOCC3)C23C(=O)N(C)c2ccccc23)o1 (stereo not drawn)
    23 | 16
> CC1C(c2ccccc2)=[N+]([O-])C2(CCCCC2)N1O (stereo not drawn)
    -4 | 41
> NS(=O)(=O)c1ccc(NC(=O)Cn2ncc3c2-c2ccccc2OC3)cc1
    u | x
> Cc1cccnc1NC(=O)C12CCC(C)(C(=O)O1)C2(C)C (stereo not drawn)
    -73 | 65
> CO/N=C/c1cc([N+](=O)[O-])ccc1Sc1ccc(C)cc1
    45 | 21
> O=C1C(c2ccc(F)cc2)N(C2CCCCC2)C(=O)CN1C1CCCC1 (stereo not drawn)
    17 | 18
> O=C(Cc1cscn1)c1ccc(O)cc1O
    -44 | 61
> CCC(=O)Nc1cccc(-c2nc3ccccc3c(=O)o2)c1
    -20 | 43
> Cn1cnc2cc(NC(=O)c3ccco3)ccc21
    34 | 12
> Clc1ccccc1Nc1c2c(nc3ncnn13)CCC2
    19 | 36
> CCOC(=O)c1cc(-c2nnc(-c3cc(OC)c(OC)c(OC)c3)o2)c(C)nc1C
    33 | 12

The results go on:
Screens in order: Htt clearance | Htt clearance grain fraction
> c1ccc2c(c1)nc(N1CCOCC1)c1nncn12
    22 | 16
> Cc1cc2c(cc1C)NC(c1ccccn1)C1=C(CC(C)(C)CC1=O)N2 (stereo not drawn)
    20 | 14
> CCC(CC)C(=O)Nc1cccc(C(=O)Nc2nccs2)c1
    -13 | 48
> Cc1cc(OCCN2CCOCC2)nc2ccccc12
    30 | 27
> COc1cc(-c2nc3oc4ccccc4c(=O)c3c(=O)n2Cc2ccco2)cc(OC)c1OC
    24 | 15
> Cc1cc(C(=O)CSc2nnc(-c3ccc(F)cc3)o2)c(C)n1CC1COc2ccccc2O1 (stereo not drawn)
    25 | 30
> Cc1c(C)c2ccc(Oc3ccc([N+](=O)[O-])cc3C(F)(F)F)c(C)c2oc1=O
    10 | 40
> CC(=O)CSc1nnc(-c2ccc(S(=O)(=O)N3CCC(C)CC3)cc2)o1
    23 | 14
> CCCN1CCN(CCCNC(=O)C2CCCN(c3nc4ccc(OCC)cc4s3)C2)CC1 (stereo not drawn)
    -64 | 33
> O=C1OCC2=C1C(c1ccc3c(c1)OCO3)Sc1ccccc1N2 (stereo not drawn)
    -48 | 30
> CC(C)CC(c1nnnn1Cc1cccs1)N1CCN(c2nc3ccccc3s2)CC1 (stereo not drawn)
    -22 | 22
> O=C1CC(N2CCN(S(=O)(=O)c3cccc(C(F)(F)F)c3)CC2)C(=O)N1Cc1ccccc1 (stereo not drawn)
    13 | 19
> COc1ccccc1N1CCN(C(=O)C2CC=CCC2C(=O)O)CC1 (stereo not drawn)
    -32 | 22
> CCCCc1cc(=O)oc2cc(C)cc(OCc3nn[nH]n3)c12
    -37 | 29
> COc1cccc(CNn2cnnc2)c1OCc1ccc(F)cc1
    39 | 25

Given with each value named: part of the list above
SMILES: O=C1CC(N2CCN(S(=O)(=O)c3cccc(C(F)(F)F)c3)CC2)C(=O)N1Cc1ccccc1 (stereo not drawn)
  Htt clearance: 13 | Htt clearance grain fraction: 19
SMILES: COc1ccccc1N1CCN(C(=O)C2CC=CCC2C(=O)O)CC1 (stereo not drawn)
  Htt clearance: -32 | Htt clearance grain fraction: 22
SMILES: CCCCc1cc(=O)oc2cc(C)cc(OCc3nn[nH]n3)c12
  Htt clearance: -37 | Htt clearance grain fraction: 29
SMILES: COc1cccc(CNn2cnnc2)c1OCc1ccc(F)cc1
  Htt clearance: 39 | Htt clearance grain fraction: 25

Further results
Screens in order: Htt clearance | Htt clearance grain fraction
> CCn1c2c(c3cc(Br)ccc31)CCC/C2=N\O
    46 | 9.8
> CSc1ncc(Cl)c(C(=O)Nc2nnc(SC)s2)n1
    28 | 15
> O=C(O)CCCC(=O)Nc1ccc(C(=O)NCc2cccnc2)cc1
    4 | 19
> COC(=O)C(NS(=O)(=O)c1ccc(NC(C)=O)cc1)C(C)C (stereo not drawn)
    3 | 33
> COc1cccc(CNCc2ccccn2)c1OC
    -80 | 60
> CC(c1ccccc1)n1cc(C(=O)NCCCn2ccnc2)nn1 (stereo not drawn)
    32 | 14
> Cc1noc(C)c1CSc1nc2cc(S(=O)(=O)N3CCOCC3)ccc2o1
    24 | 35
> Cc1ccccc1NC(=O)CN(C)S(=O)(=O)c1cccc2cccnc12
    35 | 29
> CC(C)C(C(=O)NCc1ccco1)N(C(=O)CNS(=O)(=O)c1ccc(Cl)cc1)C1CCCC1 (stereo not drawn)
    0 | 34
> CC1=C(C(=O)Nc2ccccc2)C(c2ccc(C)o2)n2c(s/c(=C\c3ccco3)c2=O)=N1 (stereo not drawn)
    -11 | 45
> CCCCOC(=O)n1c(SCC(=O)N(CC)CC)nc2ccccc21
    0 | 18
> Cc1ccc(P(=O)(OCCN2CCOCC2)C(C)(C)C)o1 (stereo not drawn)
    28 | 27
> O=C(NCc1ccccn1)c1cc2cc(Br)ccc2oc1=O
    8 | 43
> CN1CCN(CCCNC(=O)c2cc3c(=O)n(C)c4ccccc4c3s2)CC1
    -10 | 55
> Cn1c(Cc2ccccc2)nnc1SCC(=O)N1CCN(c2ccccc2)CC1
    -2 | 19

Additional results:
Screens in order: Htt clearance | Htt clearance grain fraction
> COc1cc(OC)c(C2N(C)c3ccccc3N2C)cc1OC
    3 | 18
> Clc1ccc2nc(CN3CCCc4ccccc43)cn2c1
    -7 | 41
> COc1ccccc1N1CCN(C(=O)CSc2nc3ccccc3c(=O)n2CC2CCCO2)CC1 (stereo not drawn)
    -34 | 50
> COc1cccc(NC(=O)Cn2cnc3sc(C)c(S(=O)(=O)N4CCN(C)CC4)c3c2=O)c1
    56 | 7.8
> CCOC(=O)c1sc(N(C)C(C)=O)nc1C
    -17 | 47
> CCn1c(SC/C=C/c2ccccc2)nnc1-c1cccs1
    8 | 15
> Cn1c(COc2ccccc2)nnc1SCc1cc(=O)[nH]c2ccccc12
    16 | 30
> CC(=O)Nc1ccccc1C(=O)N1CCc2ccccc21
    34 | 25
> O=C(/C=C/Nc1cccc(F)c1)c1ccco1
    11 | 20
> O=C(Nc1ccc2oc(-c3ccccc3)nc2c1)c1cccs1
    36 | 11
> CCCS(=O)(=O)N1CCN(Cc2ccccc2C(F)(F)F)CC1
    9 | 16
> O=C(c1ccccc1)c1coc2ccc(O)c(CN3CCOCC3)c12
    -25 | 20
> COC(=O)c1[nH]c2ccc(Cl)cc2c1NC(=O)CN1CCC(C(N)=O)CC1
    13 | 18
> COCCN1C(=O)C(CC(=O)Nc2ccccc2)SC1=Nc1ccc(OC)cc1 (stereo not drawn)
    -55 | 35
> CC1CCc2c(sc(NC(=O)CSc3ncnc4c3cnn4-c3ccccc3Cl)c2C#N)C1 (stereo not drawn)
    -38 | 53

New compounds follow
structure	Htt clearance	Htt clearance grain fraction
CCC(C)(C)NC(=O)C(c1cccn1C)N(Cc1ccc(OC)cc1)C(=O)Cn1nnc2ccccc21 (stereo not drawn)	-11	20
Cc1ccc(Nc2nc(Oc3ccc(OCc4ccccc4)nn3)nc(N3CCOCC3)n2)cc1	-1	16
Cc1cc(C)nc(NS(=O)(=O)c2ccc(NC(=S)NC(=O)C3CCCC3)cc2)n1	11	18
CC1(C)CC(=O)C=C(NC2CCS(=O)(=O)C2)C1 (stereo not drawn)	48	10
Clc1ccc(CSc2nnc([C@@H]3CCCN3)o2)cc1Cl	59	14
COC(=O)c1ccsc1NC(=O)CN1CCN(c2ccc(F)cc2)CC1	-4	48
CC(C)NC(=O)c1ccc(-c2cc(C(F)(F)F)ccc2Cl)o1	-94	31
COc1cccc(CC(NC(C)=O)C(=O)NC2CCN(c3nc(C)cc(C)c3C#N)CC2)c1 (stereo not drawn)	18	24
CC(C)(C)c1ccc(C(=O)N2CCC(C(=O)NCc3ccco3)CC2)cc1	-28	25
COC(=O)c1ccc(Oc2nc(Nc3ccccc3)nc(N(C)C)n2)cc1	-1	19
Cc1nnc2n(c1=O)C(CS(=O)(=O)c1ccccc1)CS2 (stereo not drawn)	-26	50
CCC(CC)c1nnc(NC(=O)c2ccc3ccccc3n2)s1	35	26
O=C(CCCn1c(=S)[nH]c2cc3c(cc2c1=O)OCO3)N1CCN(c2ccc(Cl)cc2)CC1	44	20
O=C(Cc1ccccc1)Nc1ccc(N2CCOCC2)cc1N1CCOCC1	-33	22
Cc1ccccc1-c1nnc2c3ccccc3c(C)nn12	-72	34
C=CCn1c(=O)c2ccccc2n2c(SCC(=O)Nc3cc(C)on3)nnc12	11	39
COc1cccc(-c2nc(-c3ccc(NC(=O)c4cccnc4)cc3)no2)c1	34	13
COc1cccc(-n2nnnc2SCC(=O)NCc2ccc3c(c2)OCO3)c1	13	16
O=C(Cc1ccccc1)NCC1CCCO1 (stereo not drawn)	-27	23
Nn1c(SCC(=O)N2CCCCC2)nnc1-c1ccncc1	-25	23
Cc1ccc(-c2cnc(-c3ccncc3)o2)cc1	26	27
Cc1ccc(NCc2nnc(SCC(=O)Nc3cc(C)on3)n2C)cc1	-26	27
CC1CCc2cc(F)ccc2N1C(=O)C1(C)CC1(Cl)Cl (stereo not drawn)	27	12
CC1Cc2ccccc2N1C(=O)CSc1nc2ccccc2n1CC(=O)N1CCOCC1 (stereo not drawn)	53	8.3
COc1ccc(-c2ccc(SCC(=O)N3CCOCC3)nn2)cc1	-38	47
CCn1nc(C(=O)OCc2c(C)noc2C)c2ccccc2c1=O	-11	38
CCOC(=O)C1CCN(Cc2nc(-c3ccc(OC)c(OC)c3)no2)CC1	-124	88
NNC(=O)c1cc2c(s1)CCCCCC2	-25	50
Cc1ccc(N2CC(C(=O)OCc3ccc([N+](=O)[O-])cc3)CC2=O)cc1 (stereo not drawn)	-27	20
CCSc1nnc(NC(=O)c2ccc3ccccc3n2)s1	25	30

Ordered by the number under Htt clearance grain fraction (rising): some entries from above.
structure	Htt clearance	Htt clearance grain fraction
CC1Cc2ccccc2N1C(=O)CSc1nc2ccccc2n1CC(=O)N1CCOCC1 (stereo not drawn)	53	8.3
O=C(Cc1ccccc1)Nc1ccc(N2CCOCC2)cc1N1CCOCC1	-33	22
CCOC(=O)C1CCN(Cc2nc(-c3ccc(OC)c(OC)c3)no2)CC1	-124	88

A draw from above in order of length of the SMILES, smallest number first.
structure	Htt clearance	Htt clearance grain fraction
CC1(C)CC(=O)C=C(NC2CCS(=O)(=O)C2)C1 (stereo not drawn)	48	10
Cc1ccc(N2CC(C(=O)OCc3ccc([N+](=O)[O-])cc3)CC2=O)cc1 (stereo not drawn)	-27	20
CCC(C)(C)NC(=O)C(c1cccn1C)N(Cc1ccc(OC)cc1)C(=O)Cn1nnc2ccccc21 (stereo not drawn)	-11	20

Further structures follow:
structure	Htt clearance	Htt clearance grain fraction
C=CCn1c(=O)n2ncnc2c2c3c(sc21)CCCC3	-17	23
O=C(O)CSc1nnc(CNc2ccccc2Cl)n1-c1ccccc1	-15	25
CCc1cccc(NC(=O)C2CCCC2)c1	21	13
Cc1ccc(C2N(c3cccc(Cl)c3)C(=O)C3CCCN32)o1 (stereo not drawn)	-47	60
CCCn1c(=NC(=O)c2ccco2)c(C(=O)OCC)cc2c(=O)n3ccccc3nc21	-97	35
Cc1c(N=C2NC(=O)C(CC(=O)Nc3ccc(Cl)cc3)S2)c(=O)n(-c2ccccc2)n1C (stereo not drawn)	70*	5*
Cc1c(N=Cc2nc3ccccc3n2C)c(=O)n(-c2ccccc2)n1C	52	9.9
Cn1c(=O)c2c(nc(CN3CCN(c4ccccc4)CC3)n2CCc2ccccc2)n(C)c1=O	-3	17
CN(Cc1ccco1)C(=O)C1CCC(=O)N1Cc1ccc(F)cc1 (stereo not drawn)	-34	28
CN1CCN(c2nc3nonc3nc2N2CCN(C)CC2)CC1	15	34
CCOC(=O)N1CCN(C(=O)C2c3cc(OC)c(OC)cc3C(=O)N3CCc4ccccc4C23)CC1 (stereo not drawn)	-34	27
O=C(O)c1cnn2c(C(F)F)cc(C(F)F)nc12	-7	20
COc1ccc(N2CCN(C(=O)c3ccc(-n4nc(C)cc4C)cc3)CC2)cc1	41	11
CC1(C)OC(=O)C(=CNCC(=O)NCC(=O)O)C(=O)O1	-18	41
CCN(CC)C(=O)c1cnn(-c2ccccc2)c1NC(=O)c1ccccc1F	-122	39
O=C(OCCCN=C1NS(=O)(=O)c2ccccc21)c1ccccc1F	-17	49
COC(=O)C1=C(CSc2nccn2C)NC(=O)NC1c1cc(C)ccc1C (stereo not drawn)	8	18
O=C(CSc1nnc(-c2ccc(F)cc2)o1)N1CCN(C(=O)c2ccco2)CC1	-8	22
O=C(NC1CCCc2ccccc21)C1CCC(CNS(=O)(=O)c2cccc3nsnc23)CC1 (stereo not drawn)	-152	119
O=C(Cn1nnc2c(cnn2-c2ccc(F)cc2)c1=O)OC1CCCCC1	38	21
CCOC(=O)c1[nH]c2ccccc2c1NC(=O)CN1CCCCC1	19	17
CCOc1ccccc1C(=O)Nc1cccc(-c2nnc(-c3ccccc3)o2)c1	38	26
O=C(Nc1cc(C(F)(F)F)ccc1F)C1CCCC1	-65	62
C=CCn1c(=N)n(CC(O)c2ccco2)c2ccccc21 (stereo not drawn)	6	37
CC(=O)c1c(C)n(C)c2ccc(OC(=O)c3ccco3)cc12	10	16
O=C(O)c1ccc(CSc2nnc(-c3ccco3)o2)cc1	36	29
c1cn(CC2(Cn3ccnc3)COC2)cn1	-78	36
Cc1nc2ccc3nc(NC(=O)c4ccc5c(c4)OCCO5)sc3c2s1	-35	50
COc1ccc(S(=O)(=O)NC2CC(C)(C)NC(C)(C)C2)c(C)c1C	-7	21
CSc1cc(-c2ccccc2)n(Cc2ccccc2Cl)c(=O)c1C#N	51	9.9
CC(=O)N1CCN(c2cccc(C)c2C)CC1	-25	46
COC(=O)C1=CN(C)C=C(C(=O)OC)C1c1ccccc1Cl	23	14
CC(/C(O)=C(\C#N)c1nc2ccccc2n1C)N1C(=O)c2ccccc2C1=O (stereo not drawn)	-3	38
